Compound activity as filed in PubChem.
MCF10A rereplic: induces DNA re-replication in MCF 10a normal breast cells | MCF 10A DNA re-replication, Hoechst nuclear intensity, 48 h | actives 2.9% (n = 350,000) | Potency, µM (doses to about 46.1 µM), for the others: at the highest dose activity, positive = re-replication, hits mostly activators; note: % of control where 0% means no effect; nearly all actives have a fitted effect of over 50% in size
TGFb inhibitor: inhibitors of TGF-b signaling. actives 1.2% (n = 410,000). HepG2 CAGA-GFP TGF-b/SMAD3 reporter, GFP fluorescence, 18 h; TGF-beta stimulated, 500 pg/mL final. Potency, µM (series often up to 46.1 µM), for the others: at the highest dose activity, negative = inhibition, actives largely listed as inhibitors; note: % is set by controls: 0 for no effect and ±100 for the full control effect; nearly all actives have a fitted effect of over 65% in size
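GFP signal (ex488/em500-530) from TGF-beta-stimulated HEPG2 CAGA-GFP cells, 500 pg/mL final, 18 h at 37 degrees C in DMEM plus 1% FBS, normalized to unstimulated and DMSO-stimulated controls.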
ATXN viability: viability counter-screen for ATXN expression inhibitors | Potency, µM (doses to about 56.7 µM), actives largely listed as cytotoxic | AID 651635 | actives 0.49% (n = 400,000) | S2 cells (HEK-293 line with an ATXN2-luciferase reporter) viability, CellTiter-Fluor protease fluorescence, 24 h; note: nearly all actives have a fitted effect of over 40% in size
EPAC2 antagonist: EPAC2 (human) antagonism. actives 0.18% (n = 360,000). AID 720708. EPAC2 GEF exchange of Rap1B-BODIPY-GDP, fluorescence. Potency, µM (doses to about 114 µM), for the others: at the top dose activity, negative = inhibition, usual class: inhibitors. Q8WZA2; note: % is set by controls: 0 for no effect and ±100 for the full control effect; nearly all actives have a fitted effect of over 45% in size; many of its hits are not listed in these tables
Target sequence (Q8WZA2 whole entry, looked up): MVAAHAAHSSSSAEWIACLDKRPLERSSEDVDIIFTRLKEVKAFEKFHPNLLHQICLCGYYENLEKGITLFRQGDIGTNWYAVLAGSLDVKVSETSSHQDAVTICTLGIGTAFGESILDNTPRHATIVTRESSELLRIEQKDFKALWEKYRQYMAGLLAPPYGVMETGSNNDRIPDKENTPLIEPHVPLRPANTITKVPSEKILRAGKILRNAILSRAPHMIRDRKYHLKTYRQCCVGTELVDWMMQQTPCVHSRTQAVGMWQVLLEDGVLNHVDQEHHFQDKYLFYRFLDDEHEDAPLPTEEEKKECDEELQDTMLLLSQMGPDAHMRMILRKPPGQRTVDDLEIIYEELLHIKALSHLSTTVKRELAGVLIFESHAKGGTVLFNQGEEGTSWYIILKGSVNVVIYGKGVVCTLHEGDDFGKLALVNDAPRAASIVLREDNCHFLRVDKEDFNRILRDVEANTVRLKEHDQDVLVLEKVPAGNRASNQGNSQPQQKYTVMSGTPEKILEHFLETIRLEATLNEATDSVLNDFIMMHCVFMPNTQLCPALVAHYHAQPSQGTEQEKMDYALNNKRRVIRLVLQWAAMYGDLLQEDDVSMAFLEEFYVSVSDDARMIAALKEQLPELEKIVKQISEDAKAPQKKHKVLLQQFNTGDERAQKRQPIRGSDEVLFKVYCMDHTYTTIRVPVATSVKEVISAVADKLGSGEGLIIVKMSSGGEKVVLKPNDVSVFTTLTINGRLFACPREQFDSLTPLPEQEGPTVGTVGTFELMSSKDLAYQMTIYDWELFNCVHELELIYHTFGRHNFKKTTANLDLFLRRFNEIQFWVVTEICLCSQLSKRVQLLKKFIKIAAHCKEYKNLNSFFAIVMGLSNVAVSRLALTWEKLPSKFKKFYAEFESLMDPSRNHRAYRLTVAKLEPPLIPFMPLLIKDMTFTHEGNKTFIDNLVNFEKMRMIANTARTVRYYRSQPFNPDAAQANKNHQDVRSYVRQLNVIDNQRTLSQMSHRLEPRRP
HepG2 tox: counter-screen for TGF-b inhibitors: cytotoxicity in HepG2 cells | HepG2 CAGA-GFP viability, ATP luminescence, 18 h | Potency, µM (series often up to 46.1 µM), without a hit: top-dose activity change, negative = cytotoxicity, actives largely listed as cytotoxic | actives 0.76% (n = 410,000); note: some results filed as inactive show a strong effect at the top dose
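HepG2 CAGA-GFP cells (1000/well, DMEM with 1% FBS) received compound, then TGF-beta at 500 pg/mL final, and were incubated 18 hours at 37 degrees C. Viability was read by CellTiter-Glo luminescence. Media-only wells were set as complete cell-killing and DMSO as no toxicity.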
Nrf2 ARE act: activators of Nrf2 (ARE) signaling. AREc32 ARE-luciferase reporter (MCF7-derived line), luminescence, 24 h. actives 0.31% (n = 410,000). AID 624171. Potency, µM (titrated, usually from 46.1 µM), without a hit: top-dose activation, most hits filed as activators; note: % of control where 0% means no effect; nearly all actives have a fitted effect of over 65% in size
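Luminescent ARE reporter assay in AREc32_Fluc cells: overnight plating at 37 deg C, 24 hr compound incubation, Steady-Glo added, 30 min RT before reading.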
Nrf2 block: blocks Nrf2 signaling; Potency, µM (highest dose often 46 µM), inactives show at the top dose activity change, negative = inhibition, usual class: inhibitors; AID 504444; A549 ARE-Fluc reporter, luciferase luminescence, 18-24 h; actives 2.1% (n = 360,000); note: % is set by controls: 0 for no effect and ±100 for the full control effect; nearly all actives have a fitted effect of over 60% in size
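Nrf2 activity is the BugLite luminescence, read 15 min after reagent at room temperature, following CellTiter-Fluor cytotoxicity readout (30 min, 37C). Compound titrations were applied for 18-24 h to 5000 A549 ARE_Fluc cells/well in 5% FBS OPTI-MEM.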
ATXN2 expr inh: ATXN2 expression inhibition; HEK-293 ATXN2-luciferase reporter, luminescence, 24 h; actives 0.72% (n = 360,000); Potency, µM (series often up to 57 µM), for the others: top-dose activity change, negative = inhibition, most hits filed as inhibitors; note: % is set by controls: 0 for no effect and ±100 for the full control effect; nearly all actives have a fitted effect of over 55% in size
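qHTS (up to 57 uM final) was run with 24 h compound exposure of reporter cells at 37 °C. Each well was multiplexed: SteadyGlo luminescence measured ATXN2-luciferase expression after a fluorogenic Gly-Phe-AFC viability readout (25 uM final).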
A549 tox: A549 cytotoxicity, counter-screen for Nrf2 inhibitors; A549 ARE-Fluc cells, CellTiter-Fluor viability, 18-24 h; Potency, µM (highest dose often 46 µM), inactives show at the top dose activity change, negative = cytotoxicity, usual class: inhibitors; actives 0.16% (n = 390,000); note: % is set by controls: 0 for no effect and ±100 for the full control effect
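Cytotoxicity counterscreen: CellTiter-Fluor fluorescence was measured in A549 ARE_Fluc cells after 18-24 h of compound exposure in a concentration series. The subsequent BugLite luminescent read reports ARE-luciferase activity.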
Starred values were filed as active, the others as inactive; i = inactive; u = inconclusive; x = not tested or not shown; [ ] = remark or other dose. Calls come from the whole dose curve; as a rule, active = well fitted curve in the direction sought with a large enough effect; inconclusive = small, poorly fitted or top-dose-only effect, or another doubt; inactive = no such curve, though single readings can be large; an effect the other way counts as inactive or inconclusive. Potency is the fitted concentration of half-maximal effect. Not all compounds are listed. The share of hits here may be higher or lower than overall.

SMILES	MCF10A rereplic	TGFb inhibitor	ATXN viability	EPAC2 antagonist	HepG2 tox	Nrf2 ARE act	Nrf2 block	ATXN2 expr inh	A549 tox
Cc1cccc(-n2c(C)nc3cc(C(=O)NCC4CCCO4)ccc32)c1 (configuration not stated)	0%	-7%	i	-4%	-1%	0.6%	12%	11%	2%
CCc1c(C)nc2ncnn2c1Nc1ccccc1C	1%	0%	i	4%	-2%	2.7%	-15%	0%	3%
Cc1ccc(NC(=O)C2CC(=O)n3c(nc4ccccc43)N2)cc1 (configuration not stated)	-4%	24%	i	10%	3%	-0.1%	12%	-17%	-1%
CC(C)NC(=S)Nc1ccc2nc3n(c(=O)c2c1)CCCCC3	1%	5%	i	10%	-9%	-0.6%	-10%	-1%	10%
CC(C)CCNC(=O)CSc1nc2ccccc2s1	0%	-3%	u	-2%	-8%	-0.9%	2%	6%[11.3 µM]	2%
COc1ccc(CCn2c(C(C)C)nc3oc4ccccc4c(=O)c3c2=O)cc1	u	-11%	u	5%	-10%	0.0%	-6%	-25%	-1%
CC1(C)CCC/C(=C\c2ccccc2)C1=O	-3%	u	i	-9%	-6%	0.3%	-3%	-3%	-1%
CCCCN(Cc1cccs1)S(=O)(=O)c1ccc(-c2ccc(=O)[nH]n2)s1	11%	-6%	i	-21%	-23%	1.8%	-23%	3%	6%
Cc1nn(CC(=O)Nc2ccc3nc4n(c(=O)c3c2)CCCC4)c(C)c1[N+](=O)[O-]	u	16%	i	4%	1%	-0.1%	-2%	x	2%
Cc1ccc2ncc(C(=O)c3ccc(C)c(C)c3)c(S(=O)(=O)c3ccccc3)c2c1	x	31%	i	x	-8%	u	-10%	u	-12%
O=C(CCNS(=O)(=O)c1ccccc1C(F)(F)F)NNC(=O)C1COc2ccccc2O1 (configuration not stated)	-1%	-13%	i	7%	-9%	0.0%	20%	5%	1%
CCOC(=O)CSc1nc2c(c(=O)n1-c1ccc(OC)cc1)SCC2	2%	-24%	i	7%	-2%	2.8%	13%	-5%	0%
CC(C)OC(=O)/C(=C\c1cccc2ccccc12)NC(=O)c1ccccc1	u	-10%	i	-13%	1%	3.5%	4%	-3%	-1%
Cc1ccc2nc(SCC(=O)NCc3ccccc3)nc(=O)n2c1	u	11%	i	16%	1%	-0.5%	-56%	u	4%
CC1(C)CC(=O)c2ccc(O)cc2O1	4%	-12%	i	7%	2%	0.1%	5%	-34%	8%

Record cards, from the list above. Values in the order: MCF10A rereplic, TGFb inhibitor, ATXN viability, EPAC2 antagonist, HepG2 tox, Nrf2 ARE act, Nrf2 block, ATXN2 expr inh, A549 tox
Cc1nn(CC(=O)Nc2ccc3nc4n(c(=O)c3c2)CCCC4)c(C)c1[N+](=O)[O-] is listed with u, 16%, i, 4%, 1%, -0.1%, -2%, x, 2%
Cc1cccc(-n2c(C)nc3cc(C(=O)NCC4CCCO4)ccc32)c1 (configuration not stated) is listed with 0%, -7%, i, -4%, -1%, 0.6%, 12%, 11%, 2%
CC(C)CCNC(=O)CSc1nc2ccccc2s1 is listed with 0%, -3%, u, -2%, -8%, -0.9%, 2%, 6%[11.3 µM], 2%
CC1(C)CCC/C(=C\c2ccccc2)C1=O is listed with -3%, u, i, -9%, -6%, 0.3%, -3%, -3%, -1%
Cc1ccc(NC(=O)C2CC(=O)n3c(nc4ccccc43)N2)cc1 (configuration not stated) is listed with -4%, 24%, i, 10%, 3%, -0.1%, 12%, -17%, -1%

(continued)
SMILES	MCF10A rereplic	TGFb inhibitor	ATXN viability	EPAC2 antagonist	HepG2 tox	Nrf2 ARE act	Nrf2 block	ATXN2 expr inh	A549 tox
Cc1ccc(S(=O)(=O)N2CCCCC2)cc1NC(=O)Cn1ccsc1=N	1%	9%	i	0%	10%	3.0%	10%	-16%	-3%
Cc1ccccc1NS(=O)(=O)CCCCC(Cl)(Cl)Cl	4%	u	i	-17%	-2%	-0.3%	-6%	-14%	5%
CSc1cccc(Nc2cc(C(=O)NCCCN(C)c3ccccc3)c3ccccc3n2)c1	x	-24%	i	x	-20%	2.7%	x	0%	-5%
O=C(COc1ccc(Br)cc1)Nc1ccc(S(=O)(=O)Nc2ccccn2)cc1	5%	-4%	i	-4%	-21%	0.0%	3%	-3%	3%
COc1ccc(NS(=O)(=O)c2ccc(NC(=S)NC(=O)c3ccc(F)cc3)cc2)nn1	-5%	22%	i	7%	28%	-0.1%	3%	-9%	2%
COc1ccccc1C(=O)NNC(=O)c1cccc(C)c1	-4%	13%	i	6%	-21%	13%	u	24%	2%
C=CCNC(=S)NNC(=O)c1cccn(Cc2ccc(Cl)cc2)c1=O	5%	9%	x	-7%	-8%	0.0%	-2%	x	-2%
Cc1ccc2cc3c(nc2c1)N(c1ccccc1)CC3	0%	3%	i	-3%	-24%	2.4%	u	9%	0%
Cc1cc(C(=O)Nc2cccc3ccccc23)c(C)o1	13%	-3%	i	4%	-18%	20%	u	16%	2%
CSc1ccccc1C(=O)OCC(=O)N1CCN(C(C)=O)CC1	-5%	0%	i	1%	-1%	-0.1%	14%	2%	0%
Cc1ccc(S(=O)(=O)N2CCCCC2)cc1NS(=O)(=O)c1ccc(Cl)c(C(=O)O)c1	-2%	4%	i	17%	3%	0.4%	14%	7%	-1%
Cc1cccc(-n2cc(CN3CCN(C(=O)c4ncn[nH]4)CC3)c(-c3cccc(F)c3)n2)c1	5%	11%	i	1%	-22%	-0.4%	3%	4%	-4%
Cc1ccc(C2C(C(=O)c3sc(C)nc3C)=C(O)C(=O)N2CCN(C)C)o1 (configuration not stated)	2%	0%	i	-2%	0%	0.0%	-18%	0%	-10%
CC(C)c1cc(CN2CCN(C3CCCC3)C(CCO)C2)[nH]n1 (configuration not stated)	-4%	8%	i	6%	4%	2.2%	9%	-5%	1%
C=C(C)Cn1cnc2c(oc3nc4c(cc32)CCCC4)c1=O	-1%	-14%	i	-15%	-18%	1.0%	-7%	x	0%

The list continues.
SMILES	MCF10A rereplic	TGFb inhibitor	ATXN viability	EPAC2 antagonist	HepG2 tox	Nrf2 ARE act	Nrf2 block	ATXN2 expr inh	A549 tox
O=[N+]([O-])c1ccc(CSc2ccccn2)cc1	-13%	-15%	i	-13%	-7%	3.6%	u	18%	-7%
CN1CC(=O)N2Cc3[nH]c4ccccc4c3C[C@H]2C1=O	-9%	-9%	i	2%	-28%	0.7%	-3%	-3%	-2%
Cc1ccc(S(N)(=O)=O)c(C)c1N1CCCC1=O	-2%	-19%	i	12%	-12%	-0.2%	18%	x	11%
NS(=O)(=O)c1ccc(CCNC(=O)Cc2cccs2)cc1	8%	22%	i	-6%	-2%	-0.3%	u	x	-3%
NS(=O)(=O)c1ccc(CNC(=O)c2ccccc2SCC(=O)N2CCCC2)cc1	1%	-4%	i	-12%	-10%	0.0%	5%	2%	16%
O=C(Cc1ccccc1)Nc1nonc1NC(=O)c1ccccc1	u	-30%	i	4%	-27%	0.3%	u	-11%	3%
COc1ccccc1NC(=O)N1CCCC1C(=O)Nc1ccc2c(c1)OCCO2 (configuration not stated)	-5%	0%	i	4%	-2%	0.0%	15%	5%	-6%
COc1ccc(S(=O)(=O)N2CCC(Cc3ccccc3)CC2)cc1NC(C)=O	-17%	-9%	i	7%	-11%	-0.6%	-9%	-8%	-5%
CC(=O)Nc1ccc(NC(=O)c2ccc(-c3c(C)noc3C)c3ccoc23)cc1	x	-1%	i	6%	-20%	u	x	41%[activator]	x
COc1ccc(CN2C(=O)N(c3ccc(F)cc3)C(=O)C2CC(=O)Nc2cc(OC)cc(OC)c2)cc1 (configuration not stated)	x	-6%	x	x	-17%	3.4%	12%	x	0%
O=C(CC1C(=O)NCCN1Cc1ccc(-c2ccccc2)cc1)NCCc1ccccn1 (configuration not stated)	-7%	8%	i	13%	-4%	0.1%	25%	-7%	-10%
CC(C)N1CCC1(C)C(=O)Nc1nccc2cccnc12 (configuration not stated)	x	-2%	u	1%	-25%	-0.7%	x	-19%	x
CCCCCSc1nc2sc3c(c2c(=O)n1-c1ccccc1)CCN(C(C)=O)C3	x	u	i	x	-21%	0.4%	-16%	1%	-1%
O=C(CCNC(=O)c1ccccc1Cl)Nc1cccc(S(=O)(=O)N2CCCC2)c1	18%	-9%	i	2%	0%	0.2%	u	-2%	-2%
COC(=O)CCN(C(=O)c1ccc(N2CCCC2)c([N+](=O)[O-])c1)c1ccccn1	2%	1%	i	-10%	-2%	2.1%	19%	13%	-12%

Following part.
SMILES	MCF10A rereplic	TGFb inhibitor	ATXN viability	EPAC2 antagonist	HepG2 tox	Nrf2 ARE act	Nrf2 block	ATXN2 expr inh	A549 tox
CCCn1c(SCc2ccon2)nc2ccccc2c1=O	u	-7%	i	-21%	-25%	0.1%	u	0%	11%
CC1(C(=O)NC2CCCCCC2)CCN1C(=O)Cc1ccc(-c2ccccc2)cc1 (configuration not stated)	x	u	u	u	-25%	0.8%	x	-22%	x
Cc1ccnc(N2CCC(C(=O)NNC(=O)COc3cccc4ccccc34)CC2)n1	-3%	-11%	i	-3%	2%	0.1%	-17%	2%	2%
CC(=O)c1ccc2c3c(cccc13)CC2	-3%	2%	i	8%	-11%	0.0%	-5%	-6%	-9%
O=C(CN(CCc1ccccc1)C(=O)c1csnn1)NC1CCCC1	-17%	-7%	i	3%	1%	0.6%	3%	-5%	1%
CNC(=S)N/N=C/c1ccccc1OCC(=O)O	-9%	6%	i	2%	2%	0.4%	5%	23%	-7%
COc1cc2cc3c(N)c(C(=O)NCc4ccco4)sc3nc2cc1OC	13%	0%	i	-3%	9%	u	x	21%	-8%
COc1ccccc1NC(=S)N1CCC(c2nc3ccccc3o2)CC1	12%	-6%	i	4%	-18%	-0.1%	-17%	x	7%
Brc1ccc(CNc2nc3ccccc3n2CCN2CCCCC2)cc1	18%	u	u	-25%	-74%	2.6%	3%	-32%	-2%
CCOC(=O)c1c(C)sc(-c2c(-c3cc(C)ccc3C)[nH]c3c2c(=O)n(C)c(=O)n3C)c1O	x	-23%	u	x	-35%	1.2%	2%	-6%	-14%
O=C(CCC(=O)Nc1ccccc1Cl)NNC(=O)C1CCCCC1	-3%	12%	i	4%	3%	1.0%	1%	-3%	-18%
CCN(CC)CCOC(=O)c1c(C)oc2ccc(OC)cc12	10%	-1%	i	10%	-4%	3.4%	28%	18%	13%
